ELG1 genotox – inducers of genotoxicity in HEK293T ELG1-luciferase cells; HEK293T ELG1-luciferase reporter, luminescence, 16 h; Potency, µM (doses to about 46 µM), inactives show at the highest dose activity change, positive = activation, hits mostly activators; actives 1.3% (n = 330,000); AID 504466; also: potency is read from the fitted curve at half-maximal effect; % of control where 0% means no effect; nearly all actives have a fitted effect of over 60% in size
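Cells (2,000/well) expressing the ELG1-luciferase fusion are dosed by pin tool and kept 16 hr at 37 °C, 5% CO2. Signal comes from ONE-Glo luciferase reagent after 30 min at room temperature.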
p53 reactivator – mutant p53 re-activation in reporter cells. H1299 p53-A138V BP100-luciferase reporter, luminescence, 24 h. actives 0.063% (n = 320,000). Potency, µM (series often up to 92.2 µM), without a hit: at the top dose activity change, positive = activation, most hits filed as activators. AID 504706; also: potency is read from the fitted curve at half-maximal effect; % of control where 0% means no effect; nearly all actives have a fitted effect of over 45% in size
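p53-null H1299 cells stably carrying temperature-sensitive p53-A138V and a BP100-luciferase reporter were pinned with compounds (4-point, 1:5 series) and held 24 hrs at 37 deg C. Luminescence was read 10 min after detection reagent.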
USP2a inh – blocks human ubiquitin-specific protease USP2a; AID 463254; USP2 core, Ub-CHOP2 coupled fluorogenic reporter, 485/531; Potency, µM (series often up to 38.3 µM), without a hit: top-dose activity change, negative = inhibition, hits mostly inhibitors; O75604; actives 0.01% (n = 330,000);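 also: potency is read from the fitted curve at half-maximal effect; plate controls were DMSO wells for no effect and full inhibition by NEM control for full effect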
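Deubiquitinase activity read as fluorescence (485/531 nm) after Ub-CHOP2 cleavage activates the enterokinase reporter on its substrate; USP2 core 10nM, Ub-CHOP2 and substrate 25nM each, 30min compound preincubation then 60min RT; data normalized to NEM, curves fitted.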
Eya2 phos inh – blocks the phosphatase activity of human Eya2; Potency, µM (top dose mostly 76.9 µM), for inactives: at the top dose activity, negative = inhibition, hits mostly inhibitors; actives 0.006% (n = 330,000); O00167; recombinant Eya2, OMFP fluorescence dephosphorylation (OMFP is methylfluorescein phosphate); also: potency is read from the fitted curve at half-maximal effect; % is scaled to controls: 0 for no effect and ±100 for the full control effect
Target sequence (O00167 whole entry, looked up): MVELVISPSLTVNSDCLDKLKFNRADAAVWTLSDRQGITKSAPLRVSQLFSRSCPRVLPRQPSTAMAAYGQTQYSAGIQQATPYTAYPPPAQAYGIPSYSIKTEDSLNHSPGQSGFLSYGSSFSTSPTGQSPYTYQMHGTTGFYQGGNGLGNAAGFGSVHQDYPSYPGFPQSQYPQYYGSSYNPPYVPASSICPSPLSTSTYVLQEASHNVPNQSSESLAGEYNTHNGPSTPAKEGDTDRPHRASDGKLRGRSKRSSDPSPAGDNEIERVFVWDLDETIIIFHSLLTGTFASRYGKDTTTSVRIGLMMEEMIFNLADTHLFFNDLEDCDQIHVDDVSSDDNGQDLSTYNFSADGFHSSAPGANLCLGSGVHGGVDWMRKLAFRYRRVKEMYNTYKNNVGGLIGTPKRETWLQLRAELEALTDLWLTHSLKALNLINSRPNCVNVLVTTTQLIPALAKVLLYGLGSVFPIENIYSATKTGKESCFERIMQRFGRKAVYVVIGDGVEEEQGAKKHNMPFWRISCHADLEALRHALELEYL
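Eya2 protein (added as 0.2 uM solution) was preincubated with compound for 10 min at ambient temperature in 50 mM HEPES pH 7.5, 50 mM NaCl, 5 uM MgCl2, 0.05% BSA, 1 mM DTT. OMFP (added at 50 uM) then reacted 10 min; fluorescence read at 485/525 nm.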
a7 integrin act – integrin-mediated muscular dystrophy alleviation activation. alpha7betagal myoblasts, beta-gal FDG fluorescence, 48 h. Potency, µM (series often up to 38.3 µM), for inactives: at the top dose activation, most hits filed as activators. actives 0.064% (n = 350,000). AID 624291;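 also: potency is read from the fitted curve at half-maximal effect; 100% = response of the positive control SU9516; nearly all actives have a fitted effect of over 60% in size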
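Alpha7betagal+/- myoblasts (passage 13) were plated 16-24 hr, then exposed to compounds (1:260 dilution of DMSO stock) for 48 hours at 37C. After MPER lysis, β-galactosidase reporter activity was read as FDG fluorescence (ex 480/em 540) after 30 minutes.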
PTAP TSG101 blk – blocks PTAP/TSG101 interaction to inhibit HIV-1 budding; Q99816; Fluorescence polarization, FITC-PTAP peptide / Tsg101 binding; Potency, µM (series often up to 115 µM), for inactives: at the top dose activity change, negative = inhibition, hits mostly inhibitors; 340,000 tested, under 10 active; active = well fitted inhibition curve with a large enough effect in the main read-out, with a control signal flat, not every such curve was filed as active; inconclusive = small, poorly fitted or top-dose-only effect, or effect the other way, or a change in a side signal; inactive = no such curve, though single readings can be large or run the other way; also: potency is read from the fitted curve at half-maximal effect; % of control where 0% means no effect
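FP read-out: FITC-PTAP peptide, 50 nM final, binding Tsg101 binding domain, 10 uM final; 20 min, r.t.; 10 mM HEPES pH 7.5, 0.15 M NaCl, 0.01% Tween 20, 3 mM EDTA, 0.1 mM TCEP.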
BRCA1 expr act – increases BRCA1 expression. Potency, µM (series often up to 46.1 µM), for the others: at the top dose activation, actives largely listed as activators. actives 1.1% (n = 380,000). AID 624202. MCF7-BRCA1-FFLuc reporter, luminescence, 48 h; response scale: scaled: vehicle 0%, 10 µM genistein 100%; also: potency is read from the fitted curve at half-maximal effect; nearly all actives have a fitted effect of over 80% in size; some results filed as inactive show a strong effect at the top dose
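MCF7-BRCA1-FFLuc, 2000 cells/well; 2 h attach, 37 °C/5% CO2; compound 48 h; luciferase substrate 15 min; luminescence end-point. Norm. to genistein 10 microM max activation and DMSO; concentration-response curves fitted.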
TRPV1 ag – human TRPV1 agonism; Q8NER1; TRPV1-expressing cells, Fluo-8 calcium influx, agonist mode; actives 0.19% (n = 320,000); activation, % at 8.33 µM; in the data active = activation above about 80%; inconclusive = between about 30% and that limit; also: 0% is about no effect
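TRPV1-expressing cells were cultured overnight at 35.5C and loaded with Fluo-8 calcium dye for 40 to 90 min at room temperature. After a 10 s baseline, compound was added and calcium influx was read kinetically for 3 min (ex 480/em 520 nm).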
ASM inhibitor – inhibitors of human secretory acid sphingomyelinase; P17405; placental ASM, HMU-PC fluorogenic substrate, 60 min; Potency, µM (titrated, usually from 57.5 µM), inactives show at the top dose activity change, negative = inhibition, hits mostly inhibitors; actives 0.006% (n = 340,000); also: potency is read from the fitted curve at half-maximal effect
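HMU-PC0 cleavage (9 uM final) by human placental ASM, 60 min at 37 °C following 10 min compound exposure at RT; stopped at pH 10, fluorescence Ex 386/Em 447 nm.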
B2AR arrestin – beta2AR (human) beta-arrestin recruitment activity. beta-arrestin recruitment to beta2AR, cell-based reporter. Potency, µM (top dose mostly 46.1 µM), for the others: at the highest dose activation, most hits filed as activators. actives 0.02% (n = 330,000);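 also: potency is read from the fitted curve at half-maximal effect; 0% = DMSO controls and full agonism = EC100 isoproterenol or metaproterenol; nearly all actives have a fitted effect of over 65% in size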
Target sequence (P07550 whole entry, looked up): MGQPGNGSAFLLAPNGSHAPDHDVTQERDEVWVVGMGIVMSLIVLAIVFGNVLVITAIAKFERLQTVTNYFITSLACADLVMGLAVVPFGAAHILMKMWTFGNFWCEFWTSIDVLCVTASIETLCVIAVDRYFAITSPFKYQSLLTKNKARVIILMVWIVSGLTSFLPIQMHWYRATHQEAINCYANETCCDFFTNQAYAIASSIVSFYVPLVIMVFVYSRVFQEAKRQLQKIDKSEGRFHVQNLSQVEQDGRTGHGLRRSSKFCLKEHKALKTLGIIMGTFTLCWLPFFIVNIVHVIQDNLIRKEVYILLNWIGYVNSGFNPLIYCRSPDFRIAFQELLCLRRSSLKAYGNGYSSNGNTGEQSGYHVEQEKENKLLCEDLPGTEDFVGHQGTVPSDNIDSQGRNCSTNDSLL
uPA generation – inhibitors of cell surface uPA generation | cell surface uPA generation assay, qHTS | Potency, µM (doses to about 38.3 µM), for the others: top-dose activity change, negative = inhibition, usual class: inhibitors | actives 0.31% (n = 330,000) | AID 540303; active = well fitted inhibition curve with a large enough effect; inconclusive = small, poorly fitted or top-dose-only effect; inactive = no such curve, though single readings can be large or run the other way; tested in mouse RAW 264.7 cells; also: potency is read from the fitted curve at half-maximal effect; % is scaled to controls: 0 for no effect and ±100 for the full control effect; nearly all actives have a fitted effect of over 55% in size
Numbers without * were called inactive; ? = inconclusive; . = not tested or not shown; [ ] = another dose, or the depositor's remark. Unless noted, calls follow the shape of the dose curve; as a rule, active = well fitted curve in the direction sought with a large enough effect; inconclusive = small, poorly fitted or top-dose-only effect, or another doubt; inactive = no such curve, though single readings can be large; an effect the other way counts as inactive or inconclusive.

molecule	Eya2 phos inh	ELG1 genotox	USP2a inh	BRCA1 expr act	PTAP TSG101 blk	p53 reactivator	uPA generation	B2AR arrestin	TRPV1 ag	ASM inhibitor	a7 integrin act
O=C(Nc1cnn(Cc2ccc(Cl)cc2)c1)c1ccc([N+](=O)[O-])cc1	-3%	-7%	1%	-47%	0%	-1%	-4%	-0.5%	-1	-10%	-7%
CC(O)c1cccc(NC(=O)CCC(=O)O)c1 (stereo not given)	29%	2%	4%	0%	-4%	0%	8%	-0.7%	-3	2%	21%
COCCCNC(=O)Cn1cc2c(n1)CCCCC2	-7%	-4%	0%	5%	0%	1%	3%	-0.4%	-3	1%	-21%
Cc1oc2nc(SCC(=O)N3CCCCC3)nc(N)c2c1C	4%	9%	3%	0%	0%	9%	-3%	-0.3%	6	3%	12%
CCSC(=O)N1c2ccc(OC)cc2C=CC1C#N (stereo not given)	.	.	.	?	-1%	.	-12%	.	.	-2%	-31%
Brc1ccc(Oc2nnnn2-c2ccccc2)cc1	23%	18%	-2%	-5%	-2%	17%	-19%	-0.2%	-2	-3%	2%
N#C/C(=N\Nc1ccc(S(=O)(=O)N2CCOCC2)cc1)C(N)=S	-1%	-18%	4%	11%	1%	4%	0%	-0.2%	17	-10%	6%
O=[N+]([O-])c1cc(Cl)ccc1-c1nc(-c2ccncc2)no1	?	7%	0%	86%	-3%	-5%	1%	-0.2%	2	-1%	-27%
COc1cccc(NC(=O)/C=C/c2ccc(S(=O)(=O)N3CCOCC3)cc2)c1	-2%	0%	-8%	-22%	-5%	-9%	-16%	-0.5%	5	-11%	31%
COc1ccccc1N(C)S(=O)(=O)c1ccc(C)c(C(=O)N2CCCCCC2)c1	22%	-5%	-2%	-11%	2%	7%	0%	-0.2%	10	2%	-48%[inhibitor]
COC(=O)c1ccc(COC(=O)CNC(=O)CNC(=O)c2ccc(C)cc2)cc1	-9%	4%	0%	-11%	-7%	-2%	-23%	0.0%	5	-1%	4%
CC(=O)Nc1ccc(/C(C)=N/NC(=O)c2ccccc2Cl)cc1	0%	11%	0%	39%	-5%	24%	2%	-0.5%	-2	4%	12%
CCCCN(CC(=O)NCCOC)C(=O)Cn1nnc2ccccc21	-6%	-1%	1%	-5%	-1%	1%	4%	-0.2%	-1	6%	-5%
COc1ccc2c(c1)CCN=C2Cc1ccc(OC)c(OC)c1	-6%	-8%	0%	-23%	-2%	3%	-13%	0.0%	-1	14%	-4%
Cc1c(NC(=O)CSCc2ccco2)c(=O)n(-c2ccccc2)n1C	-16%	1%	0%	-7%	-1%	-3%	2%	-0.1%	-1	3%	0%
CCN(CC)C(=O)COC(=O)C1CCN(S(=O)(=O)c2ccc3c(c2)OCCO3)CC1	4%	1%	1%	-1%	-4%	-8%	3%	0.3%	0	4%	0%
CC12CCC(C(=O)NNC(=O)c3ccc(Br)cc3)(OC1=O)C2(C)C (stereo not given)	8%	2%	2%	2%	-4%	0%	10%	-0.5%	2	3%	1%
CCCc1c(C)[nH]c2ccccc2c1=O	29%	-1%	1%	10%	-2%	-4%	0%	0.3%	2	1%	2%
COC(=O)C(C)Sc1snnc1-c1ccccc1 (stereo not given)	-7%	1%	11%	-5%	-1%	0%	10%	0.4%	1	0%	3%
CS(=O)(=O)c1ccc2nc(NC(=O)CN3CCOCC3)sc2c1	-20%	-7%	-1%	29%	-1%	.	-2%	0.3%	-5	1%	-5%
Cn1c(=O)c(C(=O)NCCCc2ccccc2)c(O)c2ccccc21	3%	9%	-3%	-18%	-1%	-16%	6%	-0.6%	-5	-8%	16%
N#Cc1ccccc1S(=O)(=O)N1CCNS(=O)(=O)c2ccccc21	4%	-1%	-3%	1%	1%	-1%	-8%	-0.8%	.	1%	18%
Cc1ccc(N(CC(=O)NCc2ccncc2)S(C)(=O)=O)cc1	7%	0%	0%	-27%	-3%	3%	-5%	-0.2%	2	3%	3%
Cc1ccccc1NC(=S)N(C)CCc1ccccn1	8%	1%	8%	2%	-1%	-5%	0%	-0.3%	1	3%	-9%
COc1ccc(CCn2nnnc2C(c2ccc(C)cc2)N2CCN(C)CC2)cc1OC (stereo not given)	8%	4%	1%	21%	-4%	-11%	3%	-0.4%	0	2%	9%
CN(C)CCCN1C(=O)C(=O)/C(=C(/O)c2ccncc2)C1c1ccccc1 (stereo not given)	14%	-8%	1%	-15%	-3%	2%	-5%	0.0%	-2	3%	4%
Cc1c(CCC(=O)NCCC(=O)O)c(=O)oc2cc3occ(-c4ccccc4)c3cc12	-4%	4%	0%	-8%	-3%	-2%	-14%	-0.7%	14	30%[activator]	?
CCOC(=O)c1c(-c2ccc(F)cc2)csc1/N=C/N(C)C	-26%	3%	3%	-3%	2%	-5%	-7%	0.0%	1	5%	7%
CC(C)CNC(=O)CSc1nnc(CN2CCCCCC2=O)n1-c1ccccn1	-10%	3%	0%	19%	-1%	2%	-5%	-0.6%	-1	3%	6%
Cc1ccc(S(=O)(=O)Nc2ccnc3ccccc23)cc1	22%	-1%	1%	-12%	2%	-1%	0%	-0.9%	-2	1%	9%
CC(C)(C)Sc1nc(O)cc(=O)[nH]1	8%	1%	-10%	-17%	-5%	19%	-5%	-0.6%	2	1%	-5%
CCN(CCCNC(=O)CCn1c(=S)[nH]c2cc3c(cc2c1=O)OCO3)c1cccc(C)c1	10%	?	4%	-6%	-4%	-2%	4%	-0.3%	6	2%	20%
CC(C)Cn1cnc2c1c(=O)n(CC(=O)O)c(=O)n2Cc1ccccc1	-6%	3%	1%	22%	2%	0%	-2%	-0.9%	-2	10%	0%
COc1ccc(CN2CC(C(=O)NCCCN3CCCC(C)C3)CC2=O)cc1 (stereo not given)	-1%	0%	5%	3%	-2%	7%	5%	-0.4%	0	-1%	-14%
O=C1c2ccccc2C(O)N1Cc1ccccc1Cl (stereo not given)	3%	1%	1%	0%	-1%	-11%	4%	0.0%	-1	3%	20%
O=C(NCN1CCN(c2ccccn2)CC1)c1cnccn1	23%	1%	-1%	25%	-9%	6%	8%	0.2%	-1	4%	24%
CCc1ccc(NC(=O)N(CCCN2CCOCC2)C(C)c2cc3cccc(OC)c3o2)cc1 (stereo not given)	14%	-5%	-2%	-14%	-7%	-8%	-5%	0.4%	?	1%	-22%
Cc1nc2sc(C(c3ccccc3)N3CCN(CCO)CC3)c(O)n2n1 (stereo not given)	-1%	-4%	2%	-13%	2%	-3%	8%	-1.0%	-3	1%	4%
CC(=O)Nc1ccc(NC(=O)C2CCCN(C(=O)c3ccc(Cl)cc3)C2)cc1 (stereo not given)	5%	-3%	2%	-30%	0%	0%	1%	0.2%	-3	3%	22%
COc1ccccc1N(CC(O)CN1CCCC1)S(=O)(=O)c1ccccc1 (stereo not given)	3%	1%	1%	-2%	-2%	-7%	-1%	-0.1%	7	0%	-12%
O=c1cc(OCc2ccccc2)cc[nH]1	-2%	1%	0%	-8%	-3%	9%	3%	0.0%	-2	7%	10%
COc1ccc(S(=O)(=O)NCC2CCCN(C(=O)c3cccs3)C2)cc1 (stereo not given)	7%	-3%	5%	-32%	0%	-3%	.	-0.3%	2	-5%	-204%[inhibitor]
O=C(NCC1CCCO1)C1CCN(S(=O)(=O)N2CCCC2)CC1 (stereo not given)	13%	1%	0%	10%	-4%	1%	5%	-1.1%	0	3%	26%
O=C(CNC(=O)c1cc(S(=O)(=O)N2CCCCC2)ccc1N1CCOCC1)Nc1ccc(F)c(F)c1	12%	26%	2%	-15%	0%	0%	0%	-0.1%	-3	3%	6%
